Bioassay records (PubChem BioAssay)
LEDGF integ inh – blockers of LEDGF/p75-dependent integrase strand transfer – biochemical, TR-FRET, high throughput, primary screen; HIV-1 integrase (with human LEDGF/p75); TR-FRET IN-LEDGF/p75 DNA integration, Eu/Cy5; inhibition, % at 3.7 µM; 370,000 compounds, 0.64% hits; AID 743269, 2014;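 active = inhibition above the screen-wide mean plus 3 SD, cut at about 13% in these data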;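 also: signal is the Cy5 over europium emission ratio at 671 and 618 nm; 0% = plate median of compound wells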
Tn7 DDE FP – inhibitors of Tn7 peptide binding to fibrin DD(E), primary screen, biochemical, fluorescence polarization, human fibrin, Tn7 probe; 370,000 compounds, 0.13% hits; Fibrinogen beta chain (Homo sapiens), P02675; inhibition, % at 8.3 µM; FP displacement of FITC-Tn7 peptide from fibrin DD(E); 0% = median of compound wells per plate; AID 720508, 2013;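 active = inhibition above the mean of compounds falling within the control limits plus 3 SD of them, cut at about 14% in these data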;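 also: 0% = plate median of compound wells and 100% = 10 µM Aha-Tn7 peptide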
Target sequence (P02675 whole entry, looked up): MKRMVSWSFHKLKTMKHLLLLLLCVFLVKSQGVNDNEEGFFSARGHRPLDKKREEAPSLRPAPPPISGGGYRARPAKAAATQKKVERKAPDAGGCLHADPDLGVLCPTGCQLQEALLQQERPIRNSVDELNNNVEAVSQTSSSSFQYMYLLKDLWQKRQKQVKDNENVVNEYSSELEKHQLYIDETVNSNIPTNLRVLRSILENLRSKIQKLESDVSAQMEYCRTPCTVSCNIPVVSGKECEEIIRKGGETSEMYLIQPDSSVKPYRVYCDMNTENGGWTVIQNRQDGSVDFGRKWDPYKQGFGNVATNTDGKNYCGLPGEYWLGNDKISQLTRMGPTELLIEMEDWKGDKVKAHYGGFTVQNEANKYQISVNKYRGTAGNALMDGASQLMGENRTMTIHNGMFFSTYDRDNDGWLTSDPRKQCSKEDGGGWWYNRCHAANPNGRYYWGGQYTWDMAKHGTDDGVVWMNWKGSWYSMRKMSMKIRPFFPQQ
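System: human fibrin DD(E); quantity: Fibrin-DD(E) at 2 µM final; also added: fluorescent Tn7 probe at 0.1 µM; compound dosing: single nominal test concentration of 8.3 µM per compound; schedule: 10 min preincubation, 3 h with tracer, room temperature; detection: fluorescence polarization of the labelled Tn7 tracer; repeats: one replicate per compound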
ASAP1 inh – inhibitors of human ASAP1 ArfGAP activity, primary screen, biochemical, fluorescence polarization; ASAP1-stimulated ARF1 GTP hydrolysis, GDP FP detection; AID 624377, 2012; Arf-GAP with SH3 domain, ANK repeat and PH domain-containing protein 1 (Homo sapiens), …; inhibition, % at 16.5 µM; 360,000 compounds, 0.19% hits; in the data active = inhibition above about 25%;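 also: 0% = vehicle with enzyme and substrate and 100% = no enzyme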
Tn6 DDE FP – inhibitors of Tn6 peptide binding to fibrin DD(E), primary screen, biochemical, fluorescence polarization, human fibrin, Tn6 probe; Fibrin DD(E) TRITC-Tn6 fluorescence polarization displacement; inhibition, % at 8.3 µM; 370,000 compounds, 0.21% hits; AID 720509, 2013;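 active = inhibition above a per-campaign cutoff: mean of compounds within control limits plus 3 SD, cut at about 15% in these data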;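 also: 0% = median of all compound wells on the plate and 100% = blocking peptide control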
ADAM17 inh – ADAM17 inhibitors, primary screen, biochemical, QFRET | Disintegrin and metalloproteinase domain-containing protein 17 (Homo sapiens), P78536 | recombinant ADAM17, EDANS/DABCYL FRET peptide cleavage | inhibition, % at 6.95 µM | 370,000 compounds, 0.83% hits;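 active = inhibition above the mean of compounds lying between control limits plus 3 SD, set per campaign, cut at about 8.5% in these data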;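 also: 0% = DMSO-only wells as the low control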
PLCg1 inh – PLC-gamma1 enzyme inhibitors, primary screen, biochemical, fluorescence, purified enzyme; 1-phosphatidylinositol 4,5-bisphosphate phosphodiesterase gamma-1 (Homo sapiens), P19174; fluorogenic substrate; inhibition, % at 12.2 µM; 370,000 compounds, 0.84% hits; AID 720700, 2013; in the data active = inhibition above about 9.5%
ADAM10 inh – human ADAM10 inhibitors, primary screen, biochemical, QFRET, HTS. Disintegrin and metalloproteinase domain-containing protein 10 (Homo sapiens), O14672. recombinant ADAM10, EDANS/DABCYL FRET peptide cleavage, 3 h. inhibition, % at 7 µM. 370,000 compounds, 0.62% hits;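 active = inhibition above a per-campaign cutoff equal to the mean of compounds falling between control-based bounds plus 3 SD, cut at about 20% in these data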;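 also: 0% = DMSO wells while the 100% control is not disclosed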
Target sequence (O14672 214-748 limits assumed): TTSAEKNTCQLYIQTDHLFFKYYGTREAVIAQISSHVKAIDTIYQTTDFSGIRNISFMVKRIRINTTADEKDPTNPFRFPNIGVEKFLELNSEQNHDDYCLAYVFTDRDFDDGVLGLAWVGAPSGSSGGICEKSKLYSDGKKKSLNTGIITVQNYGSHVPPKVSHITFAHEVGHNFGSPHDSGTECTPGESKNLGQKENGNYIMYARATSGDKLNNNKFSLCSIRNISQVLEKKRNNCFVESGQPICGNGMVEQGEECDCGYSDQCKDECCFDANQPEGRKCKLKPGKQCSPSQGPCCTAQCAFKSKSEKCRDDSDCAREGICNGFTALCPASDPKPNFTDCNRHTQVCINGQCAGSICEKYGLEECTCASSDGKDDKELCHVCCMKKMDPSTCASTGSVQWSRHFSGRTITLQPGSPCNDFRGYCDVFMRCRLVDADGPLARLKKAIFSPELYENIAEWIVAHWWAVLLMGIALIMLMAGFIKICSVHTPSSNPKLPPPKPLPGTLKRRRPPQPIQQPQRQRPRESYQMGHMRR
ARFGAP1 inh – inhibitors of rat ARFGAP1 GAP activity, primary screen, biochemical, fluorescence polarization, GDP tracer; ADP-ribosylation factor GTPase-activating protein 1 (Rattus norvegicus), Q62848; Arfgap1-stimulated ARF1 GTP hydrolysis, GDP FP detection; inhibition, % at 16.5 µM; 360,000 compounds, 0.26% hits; AID 651572, 2012;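 active = inhibition above a per-plate limit, mean inhibition of low control wells plus 3 SD, cut at about 25% in these data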;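 also: 0% = DMSO wells with enzyme and 100% = wells lacking Arfgap1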
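Material: truncated rat Arfgap1 GAP domain; Incubation: compound-enzyme preincubation 20 min, reaction 120 min, detection 60 min, 25 °C; Read-out: percent inhibition of Arfgap1-stimulated GTP hydrolysis; Technique: FP, GDP Alexa 633 tracer displaced from anti-GDP antibody, 620/688 nm; Controls: No-Arfgap1 wells (100%) versus DMSO full-reaction wells (0%); Replication: single well per compound.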
TDP2 absorb – human TDP2 enzyme inhibitors, primary screen, biochemical, epi absorbance, recombinant enzyme; inhibition, % at 12.8 µM; AID 720702, 2013; 370,000 compounds, 0.34% hits; Tyrosyl-DNA phosphodiesterase 2 (Homo sapiens), O95551; T5PNP hydrolysis, p-nitrophenol absorbance 415 nm;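 active = inhibition above the mean of all tested compounds plus 3 SD, set per campaign, cut at about 25% in these data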;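 also: 0% = DMSO with enzyme and 100% = buffer with substrate but no TDP2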
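test system = human TDP2 enzyme | input = TDP2 enzyme at 120 nM final | medium = 50 mM Tris-HCl pH 7.5 with Mg2+, KCl, DTT, BSA | also added = T5PNP substrate, 5 mM | times = 2 h at 37 °C | technique = epi absorbance | benchmarks = high control without enzyme, low control DMSO plus TDP2 | replication = each compound tested once, singlicate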
KLK7 zymogen act – proKLK7 zymogen activators, primary screen, biochemical, fluorescence intensity. purified proKLK7, EDANS-DABCYL substrate fluorescence; 100% is mature enzyme control, 0% vehicle. 370,000 compounds, 0.9% hits. AID 652039, 2013. activation, % at 7 µM;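 active = activation above the mean of all tested compounds plus 3 SD, computed per campaign excluding outliers beyond control limits, cut at about 13% in these data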
Starred values were filed as active, the others as inactive; nt = not tested or not shown. Random draw from the library. Share with any hit: about 4.2%.

SMILES | LEDGF integ inh | Tn7 DDE FP | ASAP1 inh | Tn6 DDE FP | ADAM17 inh | PLCg1 inh | ADAM10 inh | ARFGAP1 inh | TDP2 absorb | KLK7 zymogen act
Cc1cc(Br)ccc1SCC(=O)Nc1cccnc1 | -5 | -2 | -11 | -14 | -8 | -13 | -12 | 13 | 8 | -1.0
O=C(Nc1ccc2c(c1)OCCO2)C(c1cc2ccccc2o1)N1CCN(c2ccc(C(F)(F)F)cn2)CC1 (centres undefined) | -1 | -6 | 2 | -5 | 1 | 0 | -3 | 14 | -10 | -2.3
COc1cccc(C2NC(CCSC)(C(=O)O)C3C(=O)N(C(C)C)C(=O)C23)c1O (centres undefined) | -3 | -3 | 1 | -3 | 0 | 1 | -4 | -7 | 6 | -0.7
O=[N+]([O-])c1ccc(N2CCOCC2)nc1 | 0 | -3 | 8 | 2 | -3 | 4 | 0 | 7 | 1 | 0.6
COc1ccccc1N=C(C)C1=C(O)CSC1=O | 0 | 4 | -11 | 4 | -3 | -7 | -2 | -6 | 12 | 0.6
COc1ccccc1-c1cccc(-c2nc(C(=O)Nc3nccs3)cc3c2[C@@H](CCO)N(C(=O)CC2CC2)C3)c1 | 0 | -9 | -4 | -4 | 4 | -3 | 7 | -10 | -14 | -2.8
CCCOc1ccc(CC(=O)NCc2ccco2)cc1OC | 0 | -2 | 0 | -5 | -4 | 0 | 1 | 1 | 6 | -1.2
Cc1ccc(C(=O)NCCCN2CCOCC2)cc1N1CCCC1=O | -2 | -10 | -3 | -5 | -3 | 0 | -1 | 1 | -3 | -0.2
CCN(CC(=O)Nc1ccc(OC)cc1)C(=O)c1ccc2c(=O)n3c(nc2c1)CCC3 | -2 | 9 | -8 | -5 | 2 | 4 | -8 | 4 | 0 | 0.0
CCOC(=O)C1(CC)NC(c2ccc(OC)cc2OC)C2C(=O)N(C)C(=O)C21 (centres undefined) | 1 | 2 | 4 | 1 | 2 | 3 | 11 | 1 | -20 | 0.1
S=C(Nc1ccccc1Cl)N(Cc1cccnc1)Cc1ccco1 | -1 | 3 | -4 | 6 | -2 | 1 | -1 | -7 | 3 | 0.3
C=CCn1c(SCC(=O)NC2CCS(=O)(=O)C2)nnc1-c1ccc(Cl)cc1 (centres undefined) | 1 | -1 | -9 | 3 | 4 | -3 | -9 | -1 | -3 | 0.0

Given with values under each structure: part of the list above.
The line under a structure holds: LEDGF integ inh, Tn7 DDE FP, ASAP1 inh, Tn6 DDE FP, ADAM17 inh, PLCg1 inh, ADAM10 inh, ARFGAP1 inh, TDP2 absorb, KLK7 zymogen act
> CCCOc1ccc(CC(=O)NCc2ccco2)cc1OC
    0, -2, 0, -5, -4, 0, 1, 1, 6, -1.2
> O=C(Nc1ccc2c(c1)OCCO2)C(c1cc2ccccc2o1)N1CCN(c2ccc(C(F)(F)F)cn2)CC1 (centres undefined)
    -1, -6, 2, -5, 1, 0, -3, 14, -10, -2.3

Additional entries
SMILES | LEDGF integ inh | Tn7 DDE FP | ASAP1 inh | Tn6 DDE FP | ADAM17 inh | PLCg1 inh | ADAM10 inh | ARFGAP1 inh | TDP2 absorb | KLK7 zymogen act
CCO[C@@H]1OC(C(=O)N2CCCCCCC2)=C[C@H](c2ccc3c(c2)OCO3)[C@H]1CCCO | -2 | 0 | 15 | -15 | -3 | 1 | -2 | 14 | 13 | -0.2
Cc1ccc(S(=O)(=O)N2CCOCC2)cc1NC(=O)COC(=O)C1(C)CC1(Cl)Cl (centres undefined) | 3 | 1 | -5 | -3 | 3 | 4 | -4 | -10 | -4 | -0.5
O=C(c1cnc2n(c1=O)CCS2)N(C1CCCCC1)C1CCCCC1 | 1 | 4 | 4 | -1 | -3 | 1 | -4 | -6 | 11 | -0.6
COc1ccc(OC)c(NC(=O)CSc2ncccc2C(=O)O)c1 | 1 | -4 | 6 | 0 | 2 | 0 | -3 | 3 | 1 | 0.1
O=c1cc(-c2ccccc2)c2cc(Cl)c(O)c(CN3CCOCC3)c2o1 | -2 | -7 | 1 | 2 | -25 | -329 | -54 | -1 | 9 | 13
COc1ccc(C(=O)Nc2ccc(NS(=O)(=O)c3ccccc3)cc2)cc1OC | 0 | 9 | 7 | -6 | -5 | 2 | -8 | 6 | -10 | -0.5
COC(=O)c1c(C)[nH]c(C(=O)CN(C)CC(=O)Nc2cccc(F)c2)c1C | 4 | 3 | -7 | 0 | 1 | -1 | 13 | -4 | -8 | 0.3
CCC(NC(=O)c1cc(COc2cncc(Cl)c2)on1)c1ccc(C)cc1 (centres undefined) | 1 | -1 | 14 | 3 | 6 | 4 | 13 | 11 | -3 | 0.6
Cc1no[n+]([O-])c1COc1cccc(/C=N/Nc2nncn2N)c1 | 58* | -2 | -4 | 2 | 1 | 3 | 6 | 11 | 61* | -1.0
COc1cc2c(cc1NC(=O)COc1ccccc1OC)oc1ccccc12 | -1 | -3 | -6 | -2 | -5 | 1 | 2 | 4 | 12 | -0.2
CC(C)(C)c1ccc(C(=O)NCC(=O)OCC(=O)c2ccc3c(c2)-c2ccccc2C3)cc1 | -2 | 6 | -6 | 5 | 1 | -11 | -1 | -6 | -8 | -11
Cc1ccnc(NC(=O)CN2C(=O)NC(C)(c3ccc4ccccc4c3)C2=O)c1 (centres undefined) | -10 | -2 | 8 | -5 | -3 | -3 | -2 | 4 | -17 | 0.8
CCC(=O)c1ccc(OCC(=O)c2ccc3c(c2)NC(=O)CO3)cc1 | -3 | 6 | 6 | -2 | -3 | 0 | -2 | -3 | -9 | -0.1
Cc1ccccc1CN1CCN(S(=O)(=O)c2ccc(F)cc2)CC1 | 1 | 4 | 1 | -2 | 1 | 4 | 2 | -9 | -4 | 0.1
COCCCn1c(SCC(=O)NCc2ccccc2)nc2ccccc2c1=O | 5 | -3 | 8 | -2 | 0 | 4 | 10 | 14 | -6 | -0.4
COc1ccc(Cl)cc1C(=O)Nc1ccncc1 | 1 | 9 | 13 | -6 | -6 | 2 | 8 | 2 | -5 | -0.3
COc1ccc(Cl)cc1NS(=O)(=O)c1c(C)nc2sccn2c1=O | 3 | -2 | -11 | 3 | 0 | 3 | -1 | -3 | 3 | -0.2
O=C(/C=C/c1ccco1)NCCc1ccccc1 | -3 | -3 | -4 | 0 | -4 | 1 | -9 | -7 | 7 | -0.4
COc1ccc(C2C(C#N)=C(N)Oc3c2c(C)nn3-c2ccccc2)cc1Cn1nc(C)c([N+](=O)[O-])c1C (centres undefined) | -1 | 3 | 7 | 9 | 2 | 5 | 1 | -4 | 24 | 0.6
CC1(C)Cc2c(sc(NC(=O)C(=O)N3CCCC3)c2C#N)CO1 | -1 | -2 | -2 | 6 | 0 | -1 | -7 | 15 | -4 | 0.0
Nc1cc(=O)[nH]c(SCc2ccccc2Cl)n1 | -1 | 2 | 13 | -2 | -5 | -2 | -10 | -7 | 3 | 1.0
CSCC[C@H](NC(=O)Nc1cccc(C(F)(F)F)c1)C(=O)O | -3 | -9 | -4 | -3 | -1 | 2 | 4 | 3 | -4 | 0.4
CCn1c(SCC(=O)N/N=C/C=C/c2ccco2)nnc1-c1ccccc1 | 2 | -2 | -8 | -7 | -1 | -1 | 5 | 4 | -4 | -0.4
NC(CCC(=O)O)C12CC3CC(CC(C3)C1)C2 (centres undefined) | 4 | -4 | 7 | 2 | -3 | -2 | -1 | 10 | 4 | -0.2
CC1CCN(CC(=O)NC2CCCCC2)CC1 | 2 | 11 | -13 | 0 | 0 | 2 | 2 | -11 | 10 | 0.5
COc1cc(C(=O)OCCN2CCCCC2)ccc1O | -1 | -8 | 1 | 3 | 0 | 2 | 0 | 11 | -5 | -0.1
COC(=O)[C@H](CC(C)C)N(Cc1cn(Cc2ccccc2)nn1)S(=O)(=O)c1ccccc1Br | 1 | -3 | nt | -13 | 6 | -2 | 12 | nt | -2 | -0.2
Cc1ccc(NC(=O)Cn2c3ccc(F)cc3c3nc4n(c(=O)c32)CCS4)cc1F | 3 | 1 | -3 | -4 | 2 | 1 | -49 | 10 | -2 | -0.2
CCOc1ncccc1C(=O)Nc1nnc(C)s1 | -1 | -1 | -4 | -1 | -4 | 1 | -9 | -4 | 7 | 0.0
CN1C(=O)NC(c2ccc(O)cc2)C(C(=O)c2cccs2)C1(O)C(F)(F)F (centres undefined) | 1 | -2 | -11 | 3 | -2 | 3 | -18 | -6 | 14 | 0.0
COc1cc(C)c(Cl)cc1S(=O)(=O)NCCN1CCOCC1 | 0 | -4 | 3 | -1 | -3 | 1 | 0 | 5 | -2 | 0.4
N#Cc1ccc(C(=O)N2CCN(S(=O)(=O)c3ccc(Cl)s3)CC2)cc1 | -1 | -1 | 0 | 0 | 3 | 0 | -10 | 11 | 7 | 0.1
CC(C)CN1CN2Cc3cc(F)ccc3C2CS1(=O)=O (centres undefined) | -2 | -3 | nt | 3 | -1 | -2 | -5 | nt | 6 | -0.4
O=C(Nc1ccc(OC(=O)c2cccnc2)cc1)c1cccnc1 | 0 | 8 | 0 | 4 | -3 | 0 | -1 | 4 | -2 | -0.4
CCO[C@H]1C[C@@H](c2ccc(CC)cc2)N(S(=O)(=O)c2ccc(C)cc2)C2CC(c3ccc(CC)cc3)N(S(=O)(=O)c3ccc(C)cc3)CC21 (some centres undefined) | 1 | -2 | 11 | 1 | -2 | 1 | -3 | -4 | 2 | 0.5
Cc1ccc(NC(=O)NC2(C(=O)NCc3ccco3)CCCCC2)cc1 | -1 | 11 | -5 | -1 | -3 | 1 | 6 | 5 | 0 | -0.7
CCOC(=O)c1ccc(N2NC(=O)/C(=C/c3ccc(OC(=O)c4ccco4)c(OC)c3)C2=O)cc1 | -1 | -1 | -5 | -2 | 5 | 8 | 11 | -5 | -3 | -0.2
